# Platelet DG rel: inhibitors of platelet dense granule secretion, primary screen, cell-based, MLPCN, human platelets. human platelet-rich plasma, SFLLRN dense granule ATP release, luminescence. inhibition, %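 (compounds screened at 7.5 µM in platelet-rich plasma)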. hit rate 0.22% among 300,000. AID 1663, 2009;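 active = mean replicate score, as percent of positive control, at or above 50; inconclusive = mean below 50 but at least one replicate at or above 50; inactive = mean and every replicate below 50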
# SKKanGAS inh: S. pyogenes SKKanGAS growth inhibitors in kanamycin, primary screen, streptokinase expression inhibitor project, SKKanGAS strain, BacTiter-Glo luminescence. 6 h. inhibition, % at 7.5 µM. hit rate 1.3% among 300,000;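 active = mean replicate score, as percent of positive control median, at least 50; inconclusive = mean below 50 but one replicate at or above 50; inactive = mean and every replicate below 50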;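 also: strain carries kanamycin resistance gene driven by streptokinase promoter and grows in 40 µg/ml kanamycin; loss of luminescence reflects streptokinase promoter inhibition or plain growth inhibition; 0% = median of DMSO wells and 100% = positive control at its reference dose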
# AI-2 QS mod: Vibrio harveyi AI-2 quorum sensing modulators, primary screen, JMH597 strain, luminescence/OD600 ratio; Vibrio harveyi JMH597 AI-2 luminescence/OD600 ratio, 9 h; active compounds read low; strain lacks LuxN and CqsS sensors; 0 = neutral-control median; activity change, % at 7.5 µM; hit rate 0.4% among 300,000; AID 2094, 2009; in the data active = activity change below about -75%, passing the limit was not always enough; inconclusive = no clear call, values can overlap the other calls;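 also: luminescence divided by OD600 gain over 9 h not by final OD600 alone; inactives centre near 13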
# KLF5 inh: KLF5 expression inhibitors, primary screen, DLD-1 cells, luminescence. DLD-1 KLF5 promoter-luciferase reporter. hit rate 0.23% among 290,000. inhibition, % at 5 µM. AID 1700, 2009;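 active = inhibition above a per-plate limit of that plate's mean compound inhibition plus 3 SD, cut at about 60% in these data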;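 also: 0% = DMSO wells and 100% = LY294002 at 200 µM; higher means less KLF5 promoter-driven luciferase light; inactives centre near -14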
# HSP90 refold inh: HSP90 inhibitors, primary screen, cell lysate, luminescence. Heat shock protein HSP 90 (rabbit reticulocyte lysate; luciferase refolding). hit rate 0.91% among 290,000. Rabbit reticulocyte lysate, luciferase refolding luminescence, 3 h. inhibition, % at 5.6 µM;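 active = inhibition above the screen-wide mean plus 3 SD, computed separately per campaign, cut at about 16% in these data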;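 also: 0% = DMSO wells and 100% = 60 µM geldanamycin wells; inhibitors lower the luminescence because luciferase stays unfolded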
# IEC-6 cytotox: cytotoxicity in IEC-6 intestinal epithelial cells, primary screen, cytotoxicity control for KLF5 inhibitor project, cell-based, luminescence | IEC-6 cytotoxicity, luminescence viability | inhibition, % at 5 µM | hit rate 0.78% among 290,000 | AID 1825, 2009; in the data active = inhibition above about 22%;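 also: 0% = plate median of test compound wells and 100% = cytotoxic reference compound wells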
# HSF1 inhib: HSF1 inhibitors in luciferase reporter cells, primary screen, cell-based, NIH3T3, luminescence; NIH3T3-HGL HSE-luciferase, MG132-induced, luminescence 8 h; active compounds read low; activity change, negative = inhibition, % at 7.5 µM (by protocol); hit rate 0.77% among 300,000; AID 2098, 2009;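 active = more than half of replicate wells show activity change below -50%, luminescence cut by over half; inconclusive = some wells, but at most half, below -50%; inactive = no replicate well below -50%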;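 also: luciferase reports HSF-1 transcriptional activity via heat shock element; 0% = median of DMSO wells and -100% = zero luminescence signal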
# HIF act: HIF pathway transcriptional activators, primary screen, cell-based, U2OS HRE-luciferase, luminescence | AID 1910, 2009 | U2OS HRE-luciferase reporter; normalized: DMSO 0%, desferrioxamine 100% | hit rate 0.32% among 300,000 | activation, % at 7.5 µM (by protocol);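 active = mean activation of at least 10% of the iron chelator positive control signal, with at least half of replicates also reaching 10%; inconclusive = mean and replicate majority disagree about reaching 10%; inactive = mean and most replicates under 10%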
# HSF1 activator: HSF-1 activators, primary screen, NIH3T3-HGL cells, MG132 stress, luminescence, single point; NIH3T3-HGL HSF-1 luciferase reporter, 8 h; 100% = twice DMSO control signal; activation, % at 9 µM; hit rate 1.7% among 300,000;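 active = mean replicate activation of at least 50% with a set share of replicates each reaching 50%; inconclusive = only one of those two conditions met; inactive = mean below 50% and too few replicates reaching it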;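 also: 0% = median of the neutral control wells and 100% = twice that signal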
# aSyn UTR inh: MLPCN primary screen, SNCA 5' untranslated region; alpha-synuclein 5'UTR reporter, inhibitor activity; inhibition, % (tested at 7.5 µM); hit rate 0.82% among 300,000; in the data active = inhibition above about 60%; inconclusive = no clear call, values can overlap the other calls;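 also: H4 neuroglioblastoma cells stably carrying SNCA 5'UTR luciferase fusion; 0% = DMSO wells and 100% = positive control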
# Numbers without * were called inactive; ? = inconclusive; / = not tested or not shown. Hits appear at their usual frequency; overall some 6% were active at least once.
# Second line of a record: Platelet DG rel | SKKanGAS inh | AI-2 QS mod | KLF5 inh | HSP90 refold inh | IEC-6 cytotox | HSF1 inhib | HIF act | HSF1 activator | aSyn UTR inh
(1) CC(C)n1cc([C@@H]2C[C@H]3CN(Cc4cccc(Cl)c4)C(=O)[C@]34CCCN24)cn1
→ 0 | -5 | 24 | -27 | -3 | -7 | -2 | -0.1 | 10 | 2
(2) CC(C)(C)C(=O)N1CCC[C@H]1C(O)(c1ccccc1)c1ccccc1
→ 7 | 6 | 4 | 6 | -2 | -3 | 6 | 0.5 | 9 | 3
(3) CCC1=C(OC(=O)N(CC)CC)N2C(=O)OC(=NCC(=O)OC)[C@]2(Cc2ccccc2)[C@H]2C1=CC[C@H]1C(=O)N(CC(=O)OC)C(=O)[C@H]12
→ -7 | 3 | 12 | / | / | / | -4 | -0.3 | 1 | 5
(4) CCN(C(=O)CSc1nnc(-c2ccc(F)cc2)c2ccccc12)C1CCS(=O)(=O)C1 (configuration not stated)
→ 17 | 3 | 14 | -4 | -2 | -8 | 7 | 0.4 | 12 | 1
(5) CCCC(=O)NC(=S)Nc1ccc(C(C)=O)cc1
→ 17 | -5 | -18 | -19 | 1 | -6 | 6 | 2.1 | -12 | -84
(6) O=c1cc(CN2CCN(CCO)CC2)c2cc3c(cc2o1)CCC3
→ -1 | -2 | 20 | -4 | 0 | -3 | 0 | -0.4 | 2 | 16
(7) CCCOC(=O)C1[C@H]2C(=O)N(C(C)c3ccc(OC)cc3)C[C@]23C=C[C@H]1O3 (some centres not stated)
→ -2 | -10 | 4 | 18 | 4 | 3 | -3 | 0.2 | -4 | 2
(8) O=C(CCCc1ccccc1)NCCN1CCOCC1
→ -10 | -11 | -13 | -21 | -2 | -3 | -1 | 0.0 | 8 | 7
(9) Nn1c(SCC(=O)Nc2nc3ccccc3s2)nncc1=O
→ -6 | -5 | 26 | -17 | -2 | -4 | 8 | 0.2 | 13 | -57
(10) CCCOc1ccc(N2C(=O)CC(NCc3ccncc3)C2=O)cc1 (configuration not stated)
→ -2 | -3 | -13 | 19 | 2 | -4 | 2 | -8.5 | 9 | -4
(11) O=C(NNC(=S)Nc1ccccc1C(F)(F)F)c1cccnc1
→ -2 | -11 | 2 | -18 | -3 | 4 | -9 | -0.3 | -4 | -1
(12) Cc1ccc(NC(=O)c2cc([N+](=O)[O-])ccc2Cl)c(O)c1
→ 2 | -5 | 34 | -53 | -3 | -7 | 39 | -0.1 | 33 | 2
(13) Cc1ccc(S(=O)(=O)NCCSc2nnnn2-c2ccc(C(N)=O)cc2)cc1
→ 7 | 0 | -7 | -6 | -3 | -2 | -3 | -0.2 | 6 | 15
(14) CCOP(=O)(OCC)/C(C#N)=C/c1c[nH]c2ccccc12
→ -14 | -9 | 22 | -18 | 0 | 1 | -4 | 0.1 | -7 | -5
(15) COc1ccc(F)cc1S(=O)(=O)NC1CC(C)(C)NC(C)(C)C1
→ 17 | 0 | 17 | -10 | 5 | 2 | -7 | 0.0 | -3 | -20
(16) CC1CCCN(C(=O)COC(=O)c2cccc(NS(=O)(=O)c3ccccc3)c2)C1 (configuration not stated)
→ -23 | -9 | 9 | / | / | / | -5 | -0.5 | 3 | -13
(17) CCSc1cc(C)nc2c(-c3ccccc3)cnn12
→ 1 | -15 | 17 | -8 | 5 | 10 | 32 | ? | 36 | -47
(18) Cc1ccc(C(C(=O)NC(C)(C)C)N(Cc2ccco2)C(=O)CCC(=O)Nc2ccccn2)cc1 (configuration not stated)
→ -4 | -2 | 9 | -17 | -1 | 4 | 5 | -0.6 | 17 | 5
(19) Cc1ccccc1S(=O)(=O)/N=C(/c1ccccc1)N1CCOCC1
→ 9 | -5 | 27 | -5 | 4 | 4 | -2 | 0.0 | 2 | 14
(20) COc1cccc(-c2nnc(NC(=O)CCS(=O)(=O)c3ccc(C)cc3)o2)c1
→ 8 | -5 | 18 | / | / | / | -3 | 0.0 | 3 | -1

# Next section (4 carried over from the part before).
# Second line of a record: Platelet DG rel | SKKanGAS inh | AI-2 QS mod | KLF5 inh | HSP90 refold inh | IEC-6 cytotox | HSF1 inhib | HIF act | HSF1 activator | aSyn UTR inh
(17) CCSc1cc(C)nc2c(-c3ccccc3)cnn12
→ 1 | -15 | 17 | -8 | 5 | 10 | 32 | ? | 36 | -47
(18) Cc1ccc(C(C(=O)NC(C)(C)C)N(Cc2ccco2)C(=O)CCC(=O)Nc2ccccn2)cc1 (configuration not stated)
→ -4 | -2 | 9 | -17 | -1 | 4 | 5 | -0.6 | 17 | 5
(19) Cc1ccccc1S(=O)(=O)/N=C(/c1ccccc1)N1CCOCC1
→ 9 | -5 | 27 | -5 | 4 | 4 | -2 | 0.0 | 2 | 14
(20) COc1cccc(-c2nnc(NC(=O)CCS(=O)(=O)c3ccc(C)cc3)o2)c1
→ 8 | -5 | 18 | / | / | / | -3 | 0.0 | 3 | -1
(21) CCC(=O)c1ccc(OCC(=O)OCC(=O)NCC2CCCO2)cc1 (configuration not stated)
→ -6 | -2 | 0 | -3 | -4 | 0 | -1 | -0.3 | 9 | 6
(22) O=C(NC(=S)Nc1cc([N+](=O)[O-])ccc1O)C1CC1
→ 2 | 28 | -2 | -22 | 0 | 6 | -2 | 0.9 | -19 | -24
(23) CNc1ccccc1C(=O)OC
→ 0 | -1 | 6 | / | / | / | 11 | -0.1 | 30 | 15
(24) Cc1cccc(-n2nc3c(c2NC(=O)c2cc4ccccc4o2)CS(=O)(=O)C3)c1
→ -6 | 1 | 14 | -27 | -4 | 2 | 0 | 0.1 | 13 | 15
(25) C#CC(CC)(CC)NC(=O)NC1CCCCC1
→ 7 | -4 | -5 | -4 | -1 | 4 | -5 | -0.1 | 4 | 1
(26) Cc1ccc2nc(SCC(=O)Nc3ccc4c(c3)OCCO4)[nH]c2c1
→ -1 | -1 | 5 | -25 | -7 | 0 | -1 | 0.6 | 3 | -3
(27) O=C(Cc1ccc(-n2c(=O)[nH]c3ccsc3c2=O)cc1)N1CCN(c2ccc(Cl)cc2)CC1
→ -10 | 15 | 23 | 0 | -2 | -1 | -5 | 0.7 | -6 | 29
(28) CC(C)[C@H](NC(=O)C1CCN(S(=O)(=O)c2ccc(F)cc2)CC1)C(=O)NCc1ccco1
→ 1 | -9 | 8 | -38 | -1 | -7 | -3 | -0.3 | -6 | -11

# Compound profiles, from the list above. Values in the order: Platelet DG rel, SKKanGAS inh, AI-2 QS mod, KLF5 inh, HSP90 refold inh, IEC-6 cytotox, HSF1 inhib, HIF act, HSF1 activator, aSyn UTR inh
# CCC1=C(OC(=O)N(CC)CC)N2C(=O)OC(=NCC(=O)OC)[C@]2(Cc2ccccc2)[C@H]2C1=CC[C@H]1C(=O)N(CC(=O)OC)C(=O)[C@H]12 across the screens: -7, 3, 12, /, /, /, -4, -0.3, 1, 5
# O=c1cc(CN2CCN(CCO)CC2)c2cc3c(cc2o1)CCC3 across the screens: -1, -2, 20, -4, 0, -3, 0, -0.4, 2, 16
# Cc1ccc2nc(SCC(=O)Nc3ccc4c(c3)OCCO4)[nH]c2c1 across the screens: -1, -1, 5, -25, -7, 0, -1, 0.6, 3, -3

# From PubChem
